Screens deposited in PubChem BioAssay by several laboratories.
ZTA DNA inh = counter-screen for EBNA-1 inhibitors: inhibitors of Epstein-Barr virus ZTA | P03206 | ZTA-DNA binding, fluorescence polarization | inhibition, % at 11 µM | 320,000 tested, 0.15% active; in the data active = inhibition above about 33%
Target sequence (P03206 whole entry, looked up): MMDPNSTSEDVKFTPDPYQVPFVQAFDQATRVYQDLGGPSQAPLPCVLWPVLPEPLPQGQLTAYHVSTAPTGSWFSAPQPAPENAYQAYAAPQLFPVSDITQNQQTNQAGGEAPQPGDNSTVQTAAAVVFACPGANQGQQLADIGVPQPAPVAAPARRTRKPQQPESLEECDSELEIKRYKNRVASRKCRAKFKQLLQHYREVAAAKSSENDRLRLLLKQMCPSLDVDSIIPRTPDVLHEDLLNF
GLD-1 RNA inh = GLD-1-TGE RNA interaction inhibition (C. elegans) | Q17339 | purified GLD-1 + fluorescein TGE RNA, fluorescence polarization | inhibition, % at 5.96 µM | 320,000 tested, 0.44% active;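 active = percent inhibition above a per-plate cutoff, the plate mean of test compounds plus 3 SD, cut at about 30% in these data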;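 note: 0% = DMSO wells with GLD-1 and probe and 100% = wells lacking GLD-1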
Efflux pump inh = blocks antifungal efflux pumps in multiplex yeast assay. S. cerevisiae Candida pump triplex, Nile Red efflux. inhibition, % at 10 µM. 330,000 tested, 0.44% active. AID 485275;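 active = plate passing quality check with inhibition over a set limit, or well fluorescence over plate mean plus 4 SD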;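 note: Nile Red retained in pooled yeast measured as flow cytometry median fluorescence; 0% = buffer negative control and 100% = Enniatin B positive control; higher means more Nile Red kept so more efflux inhibition; some compounds called inactive have numbers as strong as hits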
EBNA-1 inhibitor = blocks EBNA-1 binding to DNA; EBNA-1 DNA binding, fluorescence polarization; inhibition, % at 14.8 µM; 300,000 tested, 0.34% active; AID 1950; in the data active = inhibition above about 28%
MCL1-BIM inh = disrupts human MCL1 binding to BIM-BH3 peptide; Q07820; GST-MCL1 / FITC-Bim-BH3 fluorescence polarization; inhibition, % at 10.9 µM; 320,000 tested, 0.68% active;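 active = inhibition above the mean inhibition of all tested compounds plus 3 SD, set per campaign, cut at about 40% in these data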;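 note: 0% = DMSO wells and 100% = unlabeled Bim-BH3 peptide control; higher means more loss of mP so more displacement of Bim peptide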
Target sequence (Q07820 whole entry, looked up): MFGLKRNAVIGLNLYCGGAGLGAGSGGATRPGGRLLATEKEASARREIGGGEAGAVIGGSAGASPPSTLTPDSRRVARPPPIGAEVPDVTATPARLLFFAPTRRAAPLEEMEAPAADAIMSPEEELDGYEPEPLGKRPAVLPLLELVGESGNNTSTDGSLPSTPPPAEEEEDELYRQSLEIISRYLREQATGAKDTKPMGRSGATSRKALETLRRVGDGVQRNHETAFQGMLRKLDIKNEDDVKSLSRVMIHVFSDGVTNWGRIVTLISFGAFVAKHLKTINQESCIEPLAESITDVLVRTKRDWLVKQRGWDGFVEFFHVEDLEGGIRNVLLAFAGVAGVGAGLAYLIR
Yeast superoxide = lowers age-related superoxide in aged yeast cells; S. cerevisiae aged cells, superoxide DHE fluorescence; hits give low values; superoxide response (% of plate mean), % at 10 µM; 330,000 tested, 0.18% active;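 active = superoxide response under a set limit, about three screen SD below normal, cut at about 65% in these data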;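 note: yeast aged for seven days with compound at 30 °C before DHE staining; 100% = average MFI of all compound-treated wells on the plate with controls excluded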
BCLXL inh = inhibitors of human Bcl-xL; GST-Bcl-xL / FITC-Bim BH3 peptide fluorescence polarization; inhibition, % at 10.9 µM; 320,000 tested, 0.7% active; AID 2129;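 active = inhibition above the mean of all tested compounds plus 3 SD, cutoff set per campaign, cut at about 30% in these data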;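 note: 0% = DMSO wells and 100% = unlabeled Bim-BH3 peptide competitor; inhibitors lower millipolarization by displacing the labeled peptide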
Target sequence (Q07817 whole entry, looked up): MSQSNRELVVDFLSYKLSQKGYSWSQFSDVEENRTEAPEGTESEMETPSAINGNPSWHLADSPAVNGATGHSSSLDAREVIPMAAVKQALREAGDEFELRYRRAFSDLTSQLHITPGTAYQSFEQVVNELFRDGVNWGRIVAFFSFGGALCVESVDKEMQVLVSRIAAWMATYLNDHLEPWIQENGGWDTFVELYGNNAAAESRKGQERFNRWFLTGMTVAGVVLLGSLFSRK
Fam108B counter = counter-screen for RBBP9 inhibitors: inhibitors of mouse Fam108B; recombinant Fam108B, FP-Rh probe fluorescence polarization; inhibition, % at 9.51 µM; 300,000 tested, 0.33% active; AID 1947;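 active = inhibition above the screen mean inhibition plus 3 SD, computed separately per campaign, cut at about 18% in these data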;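 note: inhibitors lower polarization as less probe binds the enzyme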
MEX-5 binding = C. elegans MEX-5 TCR-2 RNA binding activity; 300,000 tested, 0.38% active; MEX-5/FITC-TCR2 RNA binding, fluorescence polarization; hits give low values; activity score (negative = inhibition of binding), % at 10 µM; Q9XUB2;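 active = inhibition past about -25% in most replicates, and total fluorescence under double the plate's negative control median, limit read from the data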;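 note: 0% = DMSO and -100% = 5 µM competing unlabeled TCR2 RNA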
Active calls of the source: *; . = not tested or not shown.

#1 CC(=O)Nc1nc2ccccc2[nH]1
#2 COc1cc2c(cc1OC)CN(C(=S)Nc1ccccc1Cl)CC2
#3 Cc1cc(C(=O)NP(=O)(N2CCOCC2)N2CCOCC2)c(C)n1-c1ccc(Br)cc1
#4 O=C(N/C(=C/c1cccc([N+](=O)[O-])c1)C(=O)N1CCCCCC1)c1cccs1
#5 CCCCOc1ccc(C(=O)Oc2cc(C)[nH]c(=O)c2[N+](=O)[O-])cc1
#6 Cc1cccc(/N=C/c2ccccn2)n1
#7 COc1ccccc1Nc1ncnc2c1cnn2-c1cccc(C)c1
#8 CC(C)OCCCNC(=O)Nc1cccc2ccccc12
#9 O=[n+]1c2c(n([O-])c3cc(Cl)ccc31)CCCC2
#10 COc1ccc(CNC(=O)C2CCCN(S(=O)(=O)c3ccc(F)cc3)C2)cc1 (stereo not drawn)
Compound	1	2	3	4	5	6	7	8	9	10
ZTA DNA inh	2	-8	-3	3	5	-11	10	-10	3	-12
GLD-1 RNA inh	1	7	-2	1	5	-1	-3	7	4	-4
Efflux pump inh	0.0	-0.1	0.8	0.0	-0.6	-0.2	-0.1	0.1	0.1	0.4
EBNA-1 inhibitor	0	1	-7	1	16	1	-5	2	-11	-12
MCL1-BIM inh	0	4	3	-7	0	-3	0	-2	-6	-5
Yeast superoxide	89	101	97	112	72	101	79	98	104	99
BCLXL inh	6	5	0	2	3	-2	4	6	6	-3
Fam108B counter	0	0	-4	4	-6	-1	-3	1	3	-1
MEX-5 binding	-0.1	1.7	2.1	-0.9	0.2	-0.9	-1.8	-0.4	-3.2	3.4

#11 O=C(CCN1CCN(Cc2ccccc2)CC1)Nc1ccccc1Cl
#12 CCOc1ccc(NC(=O)CC2C(=O)N(c3ccc(OC)c(Cl)c3)C(=S)N2C2CC2)cc1 (stereo not drawn)
#13 CCC1C(=NO)C(CC)C(c2ccccc2)NC1c1ccccc1 (stereo not drawn)
#14 COC(=O)c1cc(CNC(=O)c2cccc(Cl)c2)ccc1OC
#15 COc1cc2c(cc1OC)CC(=O)NC=C2
#16 CCCN1C(=O)/C(=C/c2ccc(C)s2)NC1=S
#17 Cn1c(=NC(=O)c2cccc([N+](=O)[O-])c2)sc2ccccc21
#18 O=C(CCSCc1ccccc1F)NCc1ccc(F)cc1
#19 Cc1cccc(NC(=O)CN2NS(=O)(=O)c3ccccc3C2=O)c1
#20 CC(C)c1ccc(-c2nc(N3CCOCC3)[nH]c(=O)c2C#N)cc1
Compound	11	12	13	14	15	16	17	18	19	20
ZTA DNA inh	3	-3	-3	18	-7	8	13	2	5	2
GLD-1 RNA inh	-1	4	0	0	0	-1	0	-1	5	8
Efflux pump inh	0.0	-0.3	0.0	0.0	0.0	0.1	-0.1	-0.2	0.0	-0.1
EBNA-1 inhibitor	7	4	-6	-3	-7	-3	8	2	2	12
MCL1-BIM inh	0	-14	2	-1	-1	1	8	0	-4	-4
Yeast superoxide	114	114	93	90	87	100	95	109	106	94
BCLXL inh	2	-2	5	-2	6	1	7	8	0	5
Fam108B counter	0	-3	0	6	-1	2	3	0	0	-6
MEX-5 binding	-1.2	-0.6	-0.2	-2.2	0.0	-2.9	1.6	0.1	-5.8	-3.1

#21 CC(C)N(Cc1nc(-c2ccccc2)no1)C(=O)COc1ccccc1
#22 CN(C)S(=O)(=O)c1ccc(N2CCCC2)c(C(=O)NNC(=O)c2ccc(F)cc2)c1
#23 CN(C)Cc1c(O)c(Cl)cc2c3c(c(=O)oc12)CCCC3
#24 Clc1ccc(OCCN2CCCCC2)c(Cl)c1
#25 Cc1ccc(C(=O)OCC(=O)NCC2COc3ccccc3O2)cc1 (stereo not drawn)
#26 Cc1ccc(-n2nnnc2SCC(=O)NNC(=O)c2ccc([N+](=O)[O-])cc2)cc1
#27 COc1ccc(N(CC(=O)N2CCCCC2)S(=O)(=O)c2ccccc2)c(OC)c1
#28 COCCNc1oc(-c2ccco2)nc1S(=O)(=O)c1ccccc1
#29 O=C(NC(Cc1ccccc1)C(=O)NC1CC1)OCc1ccccc1 (stereo not drawn)
#30 O=S(=O)(c1ccc(Cl)cc1)N1CCC2(CC1)OCCO2
Compound	21	22	23	24	25	26	27	28	29	30
ZTA DNA inh	1	-4	5	-2	2	0	6	3	-3	9
GLD-1 RNA inh	2	0	17	-1	5	-1	3	0	3	2
Efflux pump inh	0.0	0.1	-0.1	0.4	0.9*	0.1	0.1	0.1	0.0	-0.1
EBNA-1 inhibitor	-12	.	7	2	.	1	-13	-4	-5	1
MCL1-BIM inh	5	-1	13	4	1	-3	8	7	4	-1
Yeast superoxide	87	92	90	101	124	111	100	111	92	116
BCLXL inh	9	0	10	1	0	-6	1	1	4	2
Fam108B counter	5	.	3	-3	.	0	-2	1	0	2
MEX-5 binding	-1.7	.	1.8	-3.7	.	-0.2	-1.2	0.6	-1.1	0.2

From compound 21 as far as 23, copied from above:
#21 CC(C)N(Cc1nc(-c2ccccc2)no1)C(=O)COc1ccccc1
#22 CN(C)S(=O)(=O)c1ccc(N2CCCC2)c(C(=O)NNC(=O)c2ccc(F)cc2)c1
#23 CN(C)Cc1c(O)c(Cl)cc2c3c(c(=O)oc12)CCCC3
Compound	21	22	23
ZTA DNA inh	1	-4	5
GLD-1 RNA inh	2	0	17
Efflux pump inh	0.0	0.1	-0.1
EBNA-1 inhibitor	-12	.	7
MCL1-BIM inh	5	-1	13
Yeast superoxide	87	92	90
BCLXL inh	9	0	10
Fam108B counter	5	.	3
MEX-5 binding	-1.7	.	1.8

Other compounds
#31 Cn1cccc1Cc1nnc(SCC(=O)Nc2ccc3c(c2)OCO3)n1-c1ccc(F)cc1
#32 COc1ccc(N(C(=O)Cn2nnc(-c3ccc(C)o3)n2)C(C(=O)NC2CCCC2)c2ccncc2)cc1 (stereo not drawn)
#33 O=C(CN(CC1CCCO1)C(=O)CNS(=O)(=O)c1ccc(Cl)cc1)NCc1ccccc1 (stereo not drawn)
#34 Cc1ccc(NC(=O)COC(=O)c2ccccc2Nc2ccccc2)cc1
#35 COC(=O)C1=C(N)Oc2cc(C)[nH]c(=O)c2C1c1ccncc1 (stereo not drawn)
#36 COc1cccc(-n2c(=O)c3ccccc3n3c(=S)[nH]nc23)c1
#37 Cc1cc(C)c2nc(N3CCC(C(=O)NCc4ccccn4)CC3)sc2c1
#38 CCOC(=O)c1ccccc1NC(=O)CC(C)CC(=O)O (stereo not drawn)
#39 CCN1C(=O)C(O)(CC(=O)c2cccc(-n3cccc3)c2)c2ccccc21 (stereo not drawn)
#40 CCS(=O)(=O)Nc1c(C(=O)O)[nH]c2ccccc12
Compound	31	32	33	34	35	36	37	38	39	40
ZTA DNA inh	2	7	18	5	-6	4	7	9	8	-13
GLD-1 RNA inh	3	6	0	2	-1	8	2	3	8	-2
Efflux pump inh	-0.2	-0.1	-0.2	-0.2	0.0	-0.2	0.0	-0.1	-0.2	0.0
EBNA-1 inhibitor	7	-11	8	9	-2	8	-1	7	0	7
MCL1-BIM inh	2	2	6	-6	-5	-32	0	3	-4	4
Yeast superoxide	94	98	104	90	96	99	111	85	103	112
BCLXL inh	2	4	2	-5	2	-35	4	3	-2	2
Fam108B counter	0	1	1	-1	-2	3	0	2	-1	2
MEX-5 binding	3.1	3.2	-1.2	0.0	-1.2	-1.1	2.2	0.7	2.3	1.4

#41 O=C(COC(=O)c1cc(=O)[nH]c(=O)[nH]1)Nc1cccc(S(=O)(=O)N2CCCCC2)c1
#42 CN(C)S(=O)(=O)c1ccc(C(=O)OCC2CC2(Cl)Cl)cc1 (stereo not drawn)
#43 O=C(CCNC(=O)C1CCN(S(=O)(=O)c2ccccc2)CC1)NCCc1ccc(Cl)cc1
#44 CC(C)c1cccc(C(C)C)c1NC(=O)CN(C)C1CCS(=O)(=O)C1 (stereo not drawn)
#45 O=C(NC1CC(=O)N(c2ccc3c(c2)OCCO3)C1)N1CCCCC1 (stereo not drawn)
#46 O=C(OCC#CCSc1nnc(-c2ccc(Br)cc2)o1)c1ccco1
#47 COc1ccc(Cl)cc1CN1CCOCC1
#48 COc1cccc(C(=O)Nc2ccccc2F)c1
#49 CC(C)(C)CC(=O)Nc1ccc(S(=O)(=O)N2CCCC2)cc1
#50 Oc1ccc(Cl)cc1CNCc1ccc(F)cc1
Compound	41	42	43	44	45	46	47	48	49	50
ZTA DNA inh	-7	-7	3	10	-19	0	6	0	-4	3
GLD-1 RNA inh	0	-1	0	3	1	3	3	-3	-1	1
Efflux pump inh	0.0	0.2	-0.2	0.0	-0.1	-0.1	-0.2	-0.2	-0.1	-0.1
EBNA-1 inhibitor	7	-10	3	.	6	2	7	-2	-1	2
MCL1-BIM inh	2	-2	4	3	6	3	5	-2	8	5
Yeast superoxide	113	108	105	100	99	95	103	94	87	94
BCLXL inh	7	0	9	1	5	-3	4	-1	3	3
Fam108B counter	7	0	-3	.	5	1	-1	3	3	3
MEX-5 binding	-3.2	-0.7	-1.9	.	3.4	-0.5	-3.0	-0.5	-0.3	.

#51 O=C(NCC1(O)CCCCC1)C1CCC(=O)N(CCc2ccccc2)C1 (stereo not drawn)
#52 Cc1ccc(S(=O)(=O)Cn2nnnc2C(c2ccc(F)cc2)N2CCCCC2)cc1 (stereo not drawn)
#53 COCCNC(=O)/C(C#N)=C/c1cn(CC(=O)NCc2ccco2)c2ccccc12
#54 CCOC(=O)c1csc(N/N=C2\CCCc3ccccc32)n1
#55 Oc1ccc(C(=S)N2CCCCCC2)cc1
#56 CCOc1ccc(CCNC(=O)c2c(C)nn(-c3ccccc3)c2Cl)cc1OCC
#57 COc1ccccc1/C=N/NC(=O)c1cccc(NC(=O)c2ccccc2C)c1
#58 COc1ccc(-c2nc(CCNC(=O)c3ccco3)cs2)cc1OC
#59 CCOC(=O)CN1C(=O)S/C(=C/c2ccc(OCc3ccc(C(=O)O)cc3)cc2)C1=O
#60 Cc1ccc(CNCc2cccnc2)cc1
Compound	51	52	53	54	55	56	57	58	59	60
ZTA DNA inh	4	-25	13	-10	-10	2	0	8	-8	-3
GLD-1 RNA inh	-3	0	-3	11	4	8	6	6	-7	3
Efflux pump inh	0.0	0.0	-0.1	0.6	0.1	0.1	0.0	0.0	0.3	0.0
EBNA-1 inhibitor	-5	-7	-5	-3	-2	4	7	-6	-19	-4
MCL1-BIM inh	-6	5	0	11	7	-1	0	-1	-2	6
Yeast superoxide	93	104	107	110	100	90	85	87	98	98
BCLXL inh	-3	5	-4	9	4	1	3	1	-1	8
Fam108B counter	4	6	-2	7	5	2	-3	-3	-1	-2
MEX-5 binding	0.6	0.2	-2.2	-2.3	-0.9	2.0	2.5	-0.4	-0.3	1.8

An excerpt from above in order of SMILES length, smallest number first:
#54 CCOC(=O)c1csc(N/N=C2\CCCc3ccccc32)n1
#52 Cc1ccc(S(=O)(=O)Cn2nnnc2C(c2ccc(F)cc2)N2CCCCC2)cc1 (stereo not drawn)
#59 CCOC(=O)CN1C(=O)S/C(=C/c2ccc(OCc3ccc(C(=O)O)cc3)cc2)C1=O
Compound	54	52	59
ZTA DNA inh	-10	-25	-8
GLD-1 RNA inh	11	0	-7
Efflux pump inh	0.6	0.0	0.3
EBNA-1 inhibitor	-3	-7	-19
MCL1-BIM inh	11	5	-2
Yeast superoxide	110	104	98
BCLXL inh	9	5	-1
Fam108B counter	7	6	-1
MEX-5 binding	-2.3	0.2	-0.3

Limited to Yeast superoxide, GLD-1 RNA inh and EBNA-1 inhibitor, for some of the entries so far:
# | SMILES | Yeast superoxide | GLD-1 RNA inh | EBNA-1 inhibitor
51 | O=C(NCC1(O)CCCCC1)C1CCC(=O)N(CCc2ccccc2)C1 (stereo not drawn) | 93 | -3 | -5
52 | Cc1ccc(S(=O)(=O)Cn2nnnc2C(c2ccc(F)cc2)N2CCCCC2)cc1 (stereo not drawn) | 104 | 0 | -7
53 | COCCNC(=O)/C(C#N)=C/c1cn(CC(=O)NCc2ccco2)c2ccccc12 | 107 | -3 | -5
